rCAG RNA binder: binds r(CAG) RNA repeats | r(CAG) RNA repeat, TO-PRO-1 dye displacement fluorescence | inhibition, % at 3 µM | 370,000 tested, 1.3% active | AID 651821;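 active = inhibition above the plate cutoff, the mean of all test compounds on that plate plus 3 SD, cut at about 35% in these data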;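 note: 0% = DMSO alone and 100% = 100 µM mitoxantrone as full dye displacement; higher means more dye released from RNA so lower well fluorescence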
ADAM10 inh: inhibits human ADAM10; inhibition, % at 7 µM; 370,000 tested, 0.62% active; O14672; recombinant ADAM10, EDANS/DABCYL FRET peptide cleavage, 3 h;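 active = inhibition above a per-campaign cutoff equal to the mean of compounds falling between control-based bounds plus 3 SD, cut at about 20% in these data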;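 note: 0% = DMSO wells while the 100% control is not disclosed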
GC-A act: GC-A (human) enzyme activation. P16066. HEK293 GC-A cells, cGMP TR-FRET, EC30 ANP; 0% at EC30 ANP, 100% saturating ANP. activation, % at 10 µM. 370,000 tested, 0.14% active; in the data active = activation above about 40%
ARFGAP1 inh: inhibits rat ARF GTPase activating protein 1; Q62848; Arfgap1-stimulated ARF1 GTP hydrolysis, GDP FP detection; inhibition, % at 16.5 µM; 360,000 tested, 0.26% active; AID 651572;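 active = inhibition above a per-plate limit, mean inhibition of low control wells plus 3 SD, cut at about 25% in these data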;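 note: 0% = DMSO wells with enzyme and 100% = wells lacking Arfgap1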
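System: truncated rat Arfgap1 GAP domain / Benchmarks: high control wells lacking Arfgap1, low control full reaction with DMSO / Times: compound-enzyme preincubation 20 min, reaction 120 min, detection 60 min, 25 °C / Repeats: one replicate per compound / Also added: human ARF1(Δ1-17)-GTP substrate / Measured by: Tracer-displacement fluorescence polarization with EDTA stop, 620/688 nm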
ASAP1 inh: inhibitors of human ASAP1 ArfGAP activity. ASAP1-stimulated ARF1 GTP hydrolysis, GDP FP detection. inhibition, % at 16.5 µM. 360,000 tested, 0.19% active; in the data active = inhibition above about 25%;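 note: 0% = vehicle with enzyme and substrate and 100% = no enzyme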
KLK7 zymogen act: activators of human kallikrein-7 zymogen; 370,000 tested, 0.9% active; AID 652039; purified proKLK7, EDANS-DABCYL substrate fluorescence; 100% is mature enzyme control, 0% vehicle; P49862; activation, % at 7 µM;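 active = activation above the mean of all tested compounds plus 3 SD, computed per campaign excluding outliers beyond control limits, cut at about 13% in these data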
HGIII-sPLA2 inh: Blocks human group III sPLA2 activity. 370,000 tested, 0.56% active. inhibition, % at 12.2 µM. QFRET BODIPY PC-A2 liposome hydrolysis, fluorescence;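 active = inhibition above mean plus 3 SD of compounds lying within the high and low control bounds, cut at about 19% in these data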;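 note: 0% = median of test compound wells and 100% = no enzyme DMSO wells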
Target sequence (Q9NZ20 whole entry, looked up): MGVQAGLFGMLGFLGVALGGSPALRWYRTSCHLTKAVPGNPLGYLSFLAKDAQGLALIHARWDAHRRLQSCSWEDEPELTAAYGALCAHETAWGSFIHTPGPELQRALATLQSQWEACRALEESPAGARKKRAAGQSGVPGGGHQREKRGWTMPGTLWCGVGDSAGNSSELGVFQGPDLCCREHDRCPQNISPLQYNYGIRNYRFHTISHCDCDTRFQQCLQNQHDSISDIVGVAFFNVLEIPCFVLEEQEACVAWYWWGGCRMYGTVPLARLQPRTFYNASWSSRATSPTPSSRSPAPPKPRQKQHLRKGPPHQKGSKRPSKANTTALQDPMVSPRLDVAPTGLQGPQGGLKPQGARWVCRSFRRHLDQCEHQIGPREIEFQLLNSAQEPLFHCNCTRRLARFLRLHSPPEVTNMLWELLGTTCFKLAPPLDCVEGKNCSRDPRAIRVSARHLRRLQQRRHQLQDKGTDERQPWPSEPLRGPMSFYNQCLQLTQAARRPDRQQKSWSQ
Tn6 DDE FP: DD(E)-Tn6 binding inhibition, primary FP screen; Fibrin DD(E) TRITC-Tn6 fluorescence polarization displacement; 370,000 tested, 0.21% active; inhibition, % at 8.3 µM;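 active = inhibition above a per-campaign cutoff: mean of compounds within control limits plus 3 SD, cut at about 15% in these data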;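 note: 0% = median of all compound wells on the plate and 100% = blocking peptide control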
Target sequence (P02675 whole entry, looked up): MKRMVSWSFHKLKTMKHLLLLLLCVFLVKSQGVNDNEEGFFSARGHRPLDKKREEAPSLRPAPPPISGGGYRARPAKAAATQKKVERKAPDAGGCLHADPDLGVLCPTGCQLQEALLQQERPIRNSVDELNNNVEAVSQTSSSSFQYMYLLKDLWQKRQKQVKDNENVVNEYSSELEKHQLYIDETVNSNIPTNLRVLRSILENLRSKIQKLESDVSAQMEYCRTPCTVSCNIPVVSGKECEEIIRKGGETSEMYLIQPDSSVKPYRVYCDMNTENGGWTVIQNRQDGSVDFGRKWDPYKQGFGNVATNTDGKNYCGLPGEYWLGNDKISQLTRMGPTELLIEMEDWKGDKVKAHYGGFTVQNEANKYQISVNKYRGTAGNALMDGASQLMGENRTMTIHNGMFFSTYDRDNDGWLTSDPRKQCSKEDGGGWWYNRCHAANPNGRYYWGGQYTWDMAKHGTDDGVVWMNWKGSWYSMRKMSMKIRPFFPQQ
GC-B act: GC-B (human) receptor activation; P20594; HEK293-GC-B cells, CNP EC30, cGMP TR-FRET; 0% at EC30 CNP, 100% saturating CNP; activation, % at 10 µM; 370,000 tested, 0.11% active;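 active = activation at 10 µM reaching about 35% in either raw or pattern-adjusted values, limit read from the data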
GAA850 FXN act: increases GAA850 frataxin promoter reporter activity. HEK293 lucGAA850 FXN promoter luciferase reporter, 24 h; percent of 10 µM SAHA response. activation, % at 6 µM. 360,000 tested, 0.56% active. AID 540364;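 active = activation above the average of all compounds screened plus 3 SD, cutoff fixed separately per campaign, cut at about 7.5% in these data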;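 note: 0% = DMSO wells and 100% = 10 µM SAHA wells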
Starred values were filed as active, the others as inactive.

# | canonical_smiles | rCAG RNA binder | ADAM10 inh | GC-A act | ARFGAP1 inh | ASAP1 inh
1 | C=CCc1ccc(OCC(O)CN2CCN(Cc3ccc(Cl)cc3)CC2)c(OC)c1 (configuration not stated) | -8 | 11 | 2 | 8 | 8
2 | O=C(Nc1cccc(Cn2cccn2)c1)c1cc2c(s1)CCCC2 | 2 | 12 | -5 | 0 | -4
3 | Cc1ccc(S(=O)(=O)N2[C@@H](c3ccc(Br)cc3)C(C(=O)O)=CC[C@H]2c2cccc(C)c2)cc1 | 5 | -10 | -3 | 3 | -1
4 | Cc1ccc(C(=O)NCc2ccco2)cc1Br | 11 | -4 | -3 | -1 | 9
5 | CC(=O)O/C(=C\c1cn(C(C)=O)c2ccccc12)C(=O)O | 0 | -3 | -1 | 0 | -4
6 | COc1cccc(OC)c1C(=O)Nc1cccc(NC(=O)c2cccs2)c1 | 0 | 5 | 2 | 6 | 6
7 | CN(CCc1ccccc1)C(=O)c1ccc(NC(=O)Cc2cccc(NC(=O)C3CCN(C(=O)CCc4ccccc4)CC3)c2)cc1 | 11 | 12 | -1 | 11 | -15
8 | O=c1[nH]c(CN2CCN(c3ncccn3)CC2)nc2c(Br)cc(Br)cc12 | 11 | 4 | 3 | 3 | 3
9 | CCC(C)(C)NC(=O)C(c1ccccc1Cl)N(C(=O)CCC(=O)Nc1cc(C)on1)C1CC1 (configuration not stated) | -1 | 7 | -4 | -6 | 4
10 | COC(=O)c1cc(C(=O)N2CCN(c3ccccc3OC)CC2)cc([N+](=O)[O-])c1 | -6 | 11 | -2 | -3 | 7
11 | CCOC(=O)c1c(NC(=O)c2ccc(S(=O)(=O)N(C)CC3CCCO3)cc2)sc2c1CCN(C)C2 (configuration not stated) | -7 | -4 | 4 | 4 | 13
12 | CCCCOC1CC(c2ccc(OCc3ccc(OC)cc3)c(OC)c2)N(C)O1 (configuration not stated) | -12 | 1 | 4 | 4 | -3

# | KLK7 zymogen act | HGIII-sPLA2 inh | Tn6 DDE FP | GC-B act | GAA850 FXN act
1 | -0.1 | -22 | 0 | 3 | 0.8
2 | 0.3 | -19 | -6 | 4 | 1.8
3 | 0.1 | -1 | 6 | 4 | 1.2
4 | -0.1 | 3 | 2 | 2 | 0.2
5 | 0.0 | -7 | 2 | 5 | -1.1
6 | 0.6 | 0 | -1 | 14 | 0.0
7 | 0.1 | -18 | 10 | -1 | 0.6
8 | -0.2 | -2 | 7 | -1 | 3.3
9 | -0.2 | -4 | -1 | -4 | -1.5
10 | 1.0 | 2 | 0 | 0 | -0.9
11 | -4.0 | -12 | -2 | 0 | 0.2
12 | 0.1 | -7 | 5 | 4 | 0.2

(list continues)
# | canonical_smiles | rCAG RNA binder | ADAM10 inh | GC-A act | ARFGAP1 inh | ASAP1 inh
13 | Cc1c(C(=O)NCCSCc2c(F)cccc2Cl)cnn1-c1ccc(F)cc1 | -8 | 5 | -3 | -4 | -7
14 | COc1ccc(Cc2nnc(SCC(=O)Nc3ccccc3C#N)o2)cc1 | -1 | -1 | 3 | 7 | 6
15 | CCn1cc(CN2CCC(n3nccc3NC(=O)CCCc3ccccc3)CC2)cn1 | -8 | -2 | -2 | -1 | -1
16 | O=C1CC(c2ccc(F)cc2)C(n2cncn2)C(O)=C1C1NCCc2ccccc21 (configuration not stated) | 2 | -1 | 2 | 7 | 4
17 | Cn1c(SCC(=O)N2CCOCC2)nc(O)cc1=O | -2 | 1 | 0 | -6 | 7
18 | O=C(O)c1ccc(Nc2nc(-c3ccccc3)c3ccccc3n2)cc1 | 24 | -6 | -2 | -1 | 6
19 | COc1cc(/C=C/C(=O)OCC(=O)NC(=O)NC(C)C)ccc1O | -2 | -36 | 2 | 5 | 11
20 | CC(=O)c1cccc(NC(=O)C2CCN(C(=O)c3ccccc3Cl)CC2)c1 | -10 | -15 | -3 | -6 | 10
21 | O=C(CSc1nc(Nc2ccccc2)nc(N2CCOCC2)n1)Nc1ccc([N+](=O)[O-])cc1 | 1 | 5 | 6 | -6 | 8
22 | O=C(CN1C(=O)NC2(CCCC2)C1=O)OCc1ccc(Cl)cc1Cl | -5 | -10 | -2 | 13 | 9
23 | COc1ccc(-c2cc3c(=O)n(CC(=O)NCc4ccc(Cl)cc4)ncn3n2)cc1 | 4 | 1 | 2 | -4 | 7
24 | COCCCNC(=O)c1csc([C@H]2C[C@H](O)[C@@H](CO)O2)n1 | 2 | -24 | 5 | 8 | -1

# | KLK7 zymogen act | HGIII-sPLA2 inh | Tn6 DDE FP | GC-B act | GAA850 FXN act
13 | 0.3 | -8 | 2 | -8 | -0.7
14 | -0.7 | -1 | -15 | 0 | 0.1
15 | 0.8 | 1 | 6 | 1 | 1.3
16 | 0.1 | -6 | -3 | 3 | -1.3
17 | -0.5 | 7 | 4 | 1 | 2.0
18 | 0.8 | -4 | 5 | -3 | 2.1
19 | 1.2 | -11 | 0 | -8 | 0.9
20 | 0.2 | 3 | -1 | -4 | -0.6
21 | -0.1 | -2 | 2 | 11 | 2.8
22 | -0.2 | 6 | -4 | -3 | -1.1
23 | 0.3 | 0 | 3 | -1 | 0.9
24 | -0.1 | 15 | 0 | 1 | 0.3

Remaining list, next part:
# | canonical_smiles | rCAG RNA binder | ADAM10 inh | GC-A act | ARFGAP1 inh | ASAP1 inh
25 | CCC(=O)Nc1c(C(=O)N2CCN(c3ccccn3)CC2)cnn1-c1ccc(C)cc1 | -9 | -22 | 5 | 13 | 8
26 | CNC(=O)C1(C)C=CC2(CCCCC2)N1C(=O)OC (configuration not stated) | -1 | 8 | 2 | 14 | -9
27 | CCN(CC)S(=O)(=O)c1cccc(NC(=O)CC2CCCC2)c1 | 1 | 0 | -4 | -6 | -15
28 | CCN(CC)S(=O)(=O)c1ccc(C(=O)N2CCN=C2SCc2cccnc2)cc1 | -9 | 3 | 3 | -17 | -7
29 | Cc1ccc(NC(=O)N2CCC(C(=O)c3ccc(F)cc3)CC2)cc1 | -4 | 1 | 1 | 4 | -5
30 | CCc1ccc(N(CC(=O)NC2CCCC2)S(=O)(=O)c2c(C)noc2C)cc1 | 1 | 7 | -8 | -3 | 7
31 | CCOc1ccccc1N=NC1C(=O)N(C(N)=S)N=C1C (configuration not stated) | 3 | -3 | -5 | -7 | -3
32 | Cc1ccc(S(=O)(=O)N(C)CC(=O)Oc2ccc(-c3nnco3)cc2)cc1 | 2 | 2 | 4 | 3 | -17
33 | C/C(=N\N=C1\NC(=O)C(CC(=O)Nc2ccc(Cl)cc2)S1)c1ccco1 (configuration not stated) | 28 | 11 | 6 | -12 | 7
34 | Cc1ccc(-c2noc(C3CCCN(C(=O)c4ccccc4)C3)n2)o1 (configuration not stated) | 5 | -8 | -1 | 12 | 6
35 | COCCNC(=O)Nc1ccc2nc(C)sc2c1 | 1 | -18 | 3 | 8 | 0
36 | CC(Sc1nncn1C)C(=O)Nc1ccc(N2CCCCC2)cc1 (configuration not stated) | 2 | -11 | -1 | -9 | -16

# | KLK7 zymogen act | HGIII-sPLA2 inh | Tn6 DDE FP | GC-B act | GAA850 FXN act
25 | -1.0 | 22* | -5 | 0 | -0.1
26 | 0.3 | 9 | 3 | 2 | 1.0
27 | 0.0 | -8 | 5 | 2 | -0.2
28 | 0.4 | 1 | 3 | 1 | 2.0
29 | 0.5 | -1 | 2 | -3 | -2.4
30 | 0.0 | 5 | -7 | -10 | 0.4
31 | 0.5 | 2 | -3 | -5 | -1.9
32 | 0.2 | -5 | -2 | 3 | 1.6
33 | 0.4 | -26 | 12 | 2 | 1.6
34 | 0.1 | -2 | 0 | -2 | 7.7*
35 | 0.1 | 5 | 4 | 5 | 1.7
36 | -0.2 | 11 | -4 | 1 | 0.8

Compounds above that have a COOH group, in the order listed:
# | canonical_smiles | rCAG RNA binder | ADAM10 inh | GC-A act | ARFGAP1 inh | ASAP1 inh
3 | Cc1ccc(S(=O)(=O)N2[C@@H](c3ccc(Br)cc3)C(C(=O)O)=CC[C@H]2c2cccc(C)c2)cc1 | 5 | -10 | -3 | 3 | -1
5 | CC(=O)O/C(=C\c1cn(C(C)=O)c2ccccc12)C(=O)O | 0 | -3 | -1 | 0 | -4
18 | O=C(O)c1ccc(Nc2nc(-c3ccccc3)c3ccccc3n2)cc1 | 24 | -6 | -2 | -1 | 6

# | KLK7 zymogen act | HGIII-sPLA2 inh | Tn6 DDE FP | GC-B act | GAA850 FXN act
3 | 0.1 | -1 | 6 | 4 | 1.2
5 | 0.0 | -7 | 2 | 5 | -1.1
18 | 0.8 | -4 | 5 | -3 | 2.1

Next compounds:
# | canonical_smiles | rCAG RNA binder | ADAM10 inh | GC-A act | ARFGAP1 inh | ASAP1 inh
37 | CC(=O)Nc1ccc(S(=O)(=O)NC2CCCCCC2)cc1 | -1 | -2 | 3 | -3 | 7
38 | OC(COc1ccc2c(c1)OCO2)CN1CCCCC1 (configuration not stated) | 0 | -4 | 3 | 0 | -9
39 | CCOc1ccccc1CNC(=O)CCc1cn(C)c2ccccc12 | -8 | 3 | -1 | -3 | -14
40 | Cc1ccc(S(=O)(=O)Nn2c(C)ccc2C)cc1 | 28 | 19 | 2 | 5 | 3
41 | CCCCN(C(=O)c1ccco1)c1c(N)n(CCC)c(=O)[nH]c1=O | 3 | -5 | 3 | 2 | -7
42 | Cc1ccc(S(=O)(=O)Cc2ccc(C(=O)NCc3cccs3)o2)cc1 | 2 | 4 | 1 | -3 | 13
43 | CCOc1ccccc1NC(=O)CN1C(=O)COc2ccc(Cl)cc21 | -4 | 0 | -1 | 5 | 4
44 | Cc1c(N(C(=O)Nc2ccccc2)C2=NCC(C)S2)c(=O)n(-c2ccccc2)n1C (configuration not stated) | 6 | -1 | 1 | 13 | 7
45 | S=c1[nH]nc(-c2cccs2)n1/N=C/c1cn(-c2ccccc2)nc1-c1ccc(Cl)cc1 | 2 | -1 | -9 | 4 | 1
46 | CC(=O)c1c(N2CCOCC2)nc2ccc(Cl)cc2c1-c1ccccc1 | -4 | -2 | -20 | -4 | 12
47 | Cc1nc2sc(C(c3ccc(Cl)cc3)N3CCN(C(=O)c4ccco4)CC3)c(O)n2n1 (configuration not stated) | -8 | 3 | 1 | -13 | 0

# | KLK7 zymogen act | HGIII-sPLA2 inh | Tn6 DDE FP | GC-B act | GAA850 FXN act
37 | -0.7 | 4 | 9 | 1 | -2.2
38 | -0.5 | -1 | -5 | -2 | -2.7
39 | 0.4 | 8 | -6 | -2 | 0.3
40 | -0.7 | 1 | -1 | 1 | 2.7
41 | 0.1 | 16 | -2 | 4 | 1.6
42 | -0.1 | -5 | 2 | 2 | -0.9
43 | -0.1 | -4 | 5 | -1 | 0.3
44 | 0.0 | 3 | -3 | -1 | -0.5
45 | 0.1 | 10 | -4 | -11 | 1.9
46 | -1.7 | 1 | -2 | -13 | -0.7
47 | 0.7 | -10 | 0 | -6 | 0.2

3 entries already listed, ordered by the value under KLK7 zymogen act, low to high:
#	Molecule	ADAM10 inh	GC-A act	ARFGAP1 inh	ASAP1 inh	KLK7 zymogen act	HGIII-sPLA2 inh	Tn6 DDE FP	GC-B act
38	OC(COc1ccc2c(c1)OCO2)CN1CCCCC1 (configuration not stated)	-4	3	0	-9	-0.5	-1	-5	-2
42	Cc1ccc(S(=O)(=O)Cc2ccc(C(=O)NCc3cccs3)o2)cc1	4	1	-3	13	-0.1	-5	2	2
41	CCCCN(C(=O)c1ccco1)c1c(N)n(CCC)c(=O)[nH]c1=O	-5	3	2	-7	0.1	16	-2	4

Assay outcomes as filed in PubChem.
